# APJ antagonist = antagonists of human apelin receptor APJ, primary screen, CHO-K1 cells, beta-arrestin complementation, luminescence; P35414; inhibition, % at 20 µM; actives 0.32% (n = 330,000);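 active means inhibition above about 40% at 20 µM, limit read from the data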;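 further: cells challenged with 10 nM apelin-13 agonist together with compound; plate controls were apelin-13 plus DMSO wells for no effect and DMSO wells lacking apelin-13 for full effect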
# Target sequence (P35414 whole entry, looked up): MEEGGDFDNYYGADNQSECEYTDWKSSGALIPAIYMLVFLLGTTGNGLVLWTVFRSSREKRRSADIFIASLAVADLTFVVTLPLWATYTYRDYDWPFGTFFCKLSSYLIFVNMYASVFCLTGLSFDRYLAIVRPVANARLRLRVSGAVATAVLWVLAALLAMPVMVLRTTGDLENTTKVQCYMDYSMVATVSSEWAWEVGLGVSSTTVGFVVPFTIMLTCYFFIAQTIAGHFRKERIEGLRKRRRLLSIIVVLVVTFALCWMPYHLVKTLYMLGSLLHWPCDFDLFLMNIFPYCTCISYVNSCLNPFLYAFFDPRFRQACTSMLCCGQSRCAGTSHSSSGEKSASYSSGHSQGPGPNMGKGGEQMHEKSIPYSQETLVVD
# tim10-1 inh = growth inhibitors of tim10-1 mutant yeast, primary screen, luminescence, uHTS | inhibition, % at 20 µM | S. cerevisiae tim10-1 ts strain growth, BacTiter-Glo, 24 h | actives 2.2% (n = 330,000) | AID 463190, 2010;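 active means inhibition of at least 40%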;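 further: mutant grown at 25 °C; 0% = DMSO wells with yeast and 100% = wells holding no yeast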
# UPR CHOP act = activators of apoptotic CHOP UPR arm, primary screen, cell-based, CHO-CHOP luciferase reporter, luminescence, uHTS; activation, % at 10 µM; AID 449763, 2010; UPR activation; percent of tunicamycin response over DMSO baseline; actives 0.34% (n = 330,000);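 active means at 10 µM dose, activation of 40% or more, normalized to positive control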;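 further: 100% = tunicamycin at 10 µg/mL and 0% = DMSO alone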
#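 Assay system: CHO cells with stable CHOP pathway luciferase reporter; Buffer or medium: F12 plus 10% serum; Times: 16-18 h cell attachment, then 6 h compound exposure, 37 °C; Signal: luciferase luminescence; Read-out basis: percent activation relative to tunicamycin control; Control set: tunicamycin high control, DMSO low control.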
# UPR XBP1 act = activators of adaptive XBP1 UPR arm, primary screen, cell-based, CHO-XBP1 luciferase reporter, luminescence, uHTS | actives 0.33% (n = 330,000) | IRE1-XBP1 UPR activation; percent of tunicamycin response, DMSO as zero | activation, % at 20 µM | AID 463104, 2010;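 active means versus positive control, 20 µM dose yields 30% or more activation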;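 further: 100% = tunicamycin at 10 µg/mL and 0% = DMSO only wells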
#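 Signal: luciferase luminescence; Assay system: CHO-XBP1 luciferase reporter cells; Amount: one thousand reporter cells per well; Dosing: 20 µM single concentration, DMSO 1%; Benchmarks: high control tunicamycin 10 µg/mL final, low control DMSO vehicle only; Schedule: 6 h compound exposure at 37 °C, 5% CO2; Evaluation: percent activation relative to tunicamycin reference.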
# Mdm2-MdmX inh = inhibitors of human Mdm2-MdmX association, primary screen, cell-based, luminescence, split luciferase, SaOS-2, uHTS | SaOS-2 split-luciferase Mdm2/MdmX complementation | actives 3% (n = 330,000) | inhibition, % at 8 µM | Protein Mdm4 (Homo sapiens) + E3 ubiquitin-protein ligase Mdm2 (Homo sapiens), …;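 active means inhibition of at least 50% at 8 µM in the primary screen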
# tim23-1 inh = growth inhibitors of tim23-1 mutant yeast, primary screen, luminescence, uHTS; S. cerevisiae tim23-1 growth, BacTiter-Glo luminescence, 24 h; inhibition, % at 20 µM; actives 1.3% (n = 330,000); AID 463212, 2010;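 active means growth inhibition of the mutant yeast at or above 50%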;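 further: temperature-sensitive mutant grown at 25 °C; plate controls were DMSO-treated mutant yeast for no effect and medium wells lacking yeast for full effect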
# CXCR6 inh = CXCR6 receptor inhibitors, primary screen, cell-based, beta-arrestin, luminescence, CHO-K1 PathHunter, 1536-well | inhibition, % at 20 µM | actives 0.36% (n = 360,000) | C-X-C chemokine receptor type 6 (Homo sapiens), O00574 | AID 602244, 2012; in the data active means inhibition above about 34%, passing the limit was not always enough;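 further: antagonist mode with CXCL16 agonist at 10 nM final; 0% = 10 nM CXCL16 with DMSO and 100% = unstimulated wells without agonist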
# Target sequence (O00574 whole entry, looked up): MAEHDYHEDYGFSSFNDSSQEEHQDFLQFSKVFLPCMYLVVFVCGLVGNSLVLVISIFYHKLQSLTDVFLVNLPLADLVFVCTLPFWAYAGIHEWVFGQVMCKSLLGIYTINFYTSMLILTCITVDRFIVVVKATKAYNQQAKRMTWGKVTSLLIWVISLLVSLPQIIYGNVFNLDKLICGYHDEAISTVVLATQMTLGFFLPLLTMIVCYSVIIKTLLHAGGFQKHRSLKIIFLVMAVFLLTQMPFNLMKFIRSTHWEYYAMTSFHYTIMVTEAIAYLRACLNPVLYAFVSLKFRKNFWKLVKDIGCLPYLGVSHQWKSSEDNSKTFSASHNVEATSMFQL
# APJ agonist = agonists of human apelin receptor APJ, primary screen, CHO-K1 cells, PathHunter beta-arrestin, luminescence | P35414 | 0% DMSO wells, 100% apelin | activation, % at 20 µM | actives 0.11% (n = 330,000);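 active means activation more than six SD over the plate average, tested at 20 µM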;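 further: 0% = DMSO alone and 100% = apelin-13 at 10 nM; some results filed as inactive read as strong as hits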
#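 Assay system: CHO-K1 APJ beta-arrestin complementation cell line / Compound: single test compound dose, 20 µM final, 1% DMSO / Times: overnight seeding, 90 min compound at 25 °C, 1 h detection / Technique: beta-gal luminescence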
# TIM10 inh = growth inhibitors of isogenic TIM10 control yeast, primary screen, counter-screen for tim10-1 yeast inhibitor project, luminescence, uHTS; S. cerevisiae TIM10 strain growth, BacTiter-Glo luminescence, 24 h; inhibition, % at 10 µM; actives 1.4% (n = 330,000); AID 463195, 2010;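 active means inhibition of 40% or more at the single tested concentration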;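 further: wild-type TIM10 isogenic control strain grown at permissive 25 °C; 0% = DMSO yeast wells and 100% = minimal medium wells without yeast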
# * hit, by the source's call. These rows are one share of the data (hit frequency here may not be typical).
SMILES,APJ antagonist,tim10-1 inh,UPR CHOP act,UPR XBP1 act,Mdm2-MdmX inh,tim23-1 inh,CXCR6 inh,APJ agonist,TIM10 inh
COc1ccccc1-n1cnnc1SCC(=O)c1c[nH]c2ccccc12,5,18,-2.1,-1,-8,-4,-11,-2,8
CCOC(=O)C(C)Sc1nnc(-c2c[nH]c3ccccc23)n1C (stereo not drawn),-6,7,1.1,-1,-5,6,1,1,3
COCCN(CCOC)C(=O)c1ccc(SCc2ccc(C)cc2)c([N+](=O)[O-])c1,8,21,-1.5,-3,19,19,2,-2,21
O=C(CCN1CCCCC1)NCNC(=O)CCN1CCCCC1,-8,15,-1.8,0,-8,-2,4,-7,-8
COc1ccc(C(=O)Nc2ccc3c(c2)OCCO3)cc1Br,-8,-14,4.7,0,-114,13,-1,1,-5
CC1CN(C(=O)CNC(=O)Cc2cccc3ccccc23)CC(C)O1 (stereo not drawn),-2,6,0.2,-1,21,2,6,-2,-6
COc1ccc(NS(=O)(=O)c2ccc(F)c(F)c2F)cc1S(=O)(=O)N1CCOCC1,14,9,3.2,-3,18,6,2,-5,6
CCOC(=O)NC(=S)Nc1ccc(C(C)(C)C)cc1,7,24,4.8,5,8,47,2,-4,28
O=S(=O)(NCc1cccs1)NCc1ccccc1F,26,3,0.6,1,-9,14,5,1,-7
Cc1ccc[n+](CC(=O)c2ccc(NC(=O)c3ccccc3)cc2)c1,-15,3,1.7,2,22,-13,-2,0,4

# Overlap with the part before: 2 entries; new compounds follow.
SMILES,APJ antagonist,tim10-1 inh,UPR CHOP act,UPR XBP1 act,Mdm2-MdmX inh,tim23-1 inh,CXCR6 inh,APJ agonist,TIM10 inh
O=S(=O)(NCc1cccs1)NCc1ccccc1F,26,3,0.6,1,-9,14,5,1,-7
Cc1ccc[n+](CC(=O)c2ccc(NC(=O)c3ccccc3)cc2)c1,-15,3,1.7,2,22,-13,-2,0,4
Cc1ccc(CN(C)C(=O)c2cccc(S(=O)(=O)N3CCc4ccccc43)c2)cc1,7,9,-1.0,5,-9,30,7,0,3
O=C1CCc2cc(NS(=O)(=O)c3ccc(F)cc3)cc3c2N1CCC3,12,1,-0.5,-2,29,5,-10,2,13
O=C(CN1CCCCC1)Nc1cc(Cl)ccc1Oc1ccccc1,-9,10,-1.2,1,6,14,1,-1,-15
C/C(=N\NS(=O)(=O)c1ccc(C)c([N+](=O)[O-])c1)c1cccs1,21,5,-0.9,-1,12,17,5,-5,14
CCOC(=O)c1cnc(-c2ccccc2)nc1C(F)(F)F,-4,6,3.5,5,14,-6,-1,-2,-3
Cc1ccc(CN2CCN(Cc3cnc(N(C)C)s3)CC2CCO)o1 (stereo not drawn),3,-15,3.0,-4,3,-6,11,-2,-6
CC(C)COC(=O)C(C#N)c1nc2ccccc2nc1N1CCN(Cc2ccc3c(c2)OCO3)CC1 (stereo not drawn),33,35,1.3,0,42,25,18,-5,49*
CC(=O)Nc1ccc(N2CCCCC2)cc1,-7,-2,-2.4,-1,3,5,1,-3,-7
Cc1nc(C)c(CCNC(=O)c2ccccc2)s1,-5,8,-0.8,0,6,10,-2,1,1
CSCCC(NC(=O)c1ccco1)C(=O)N1CCC(C(N)=O)CC1 (stereo not drawn),-23,-9,0.9,-1,-4,-20,0,-7,-13
CC1CC[C@@]2(OC1)O[C@H]1CC3[C@@H]4C[C@@H](O)[C@@]5(O)C[C@@H](O)[C@H](O)C[C@]5(C)[C@H]4CC[C@]3(C)[C@H]1[C@@H]2C (stereo partly drawn),-1,0,5.0,-3,-10,-9,-1,-3,8
CCCCN1C(=O)CCC(C(=O)O)C1c1ccc([N+](=O)[O-])cc1 (stereo not drawn),3,14,1.3,0,9,1,6,-3,10
Cc1cc(NC(=O)CSc2ccc(-c3ccccc3)nn2)no1,0,14,2.3,-1,14,4,-7,3,5
CCN(CC)S(=O)(=O)c1ccc(NC(=O)c2cc(=O)[nH]c3ccccc23)cc1,-2,13,-0.2,4,-24,4,1,-2,11
CNC(=O)c1ccc(N(Cc2ccccc2C)S(C)(=O)=O)cc1,10,15,1.6,2,27,19,-2,-3,1
Cc1ccc(NC(=O)c2ccc(OC(=O)COc3cccc(Cl)c3)cc2)cc1,9,21,5.2,2,-60,-2,-13,-2,-7
COc1cc(CN2CCc3c([nH]c4ccccc34)C2)cc(OC)c1,4,24,2.4,-2,23,27,-1,0,18
CCC1CCc2sc(C(=O)OCC(=O)N(CCOC)c3c(N)n(Cc4ccccc4)c(=O)[nH]c3=O)cc2C1 (stereo not drawn),-3,6,1.4,6,33,-4,8,-3,5
C[C@H](NC(=O)C1CCN(S(=O)(=O)c2ccccc2)CC1)C(=O)NCc1ccc(Cl)cc1Cl,-22,6,0.9,-4,3,12,-11,5,22
CN(C)C(=O)C1OC(C)(C)OC1C(=O)N(C)C (stereo not drawn),-9,-7,0.1,-1,-12,-11,-1,2,4
CCN(C(=O)Cn1c(=O)oc2ccccc21)c1cccc(C)c1,13,9,-0.5,-2,13,17,-1,1,14
O=C(NC1=NCCS1)c1ccc([N+](=O)[O-])cc1Cl,-64,19,2.4,-1,-14,17,-15,-1,-16
CCCNCc1cc(OC)c(OCc2ccccc2)cc1Br,-1,17,1.3,2,26,24,-9,-3,-10
COCc1cc(C)nc(SCC(=O)NCc2ccco2)c1C#N,-9,11,1.1,0,-8,4,3,-5,-5
Cc1ccc(Nc2nc(N)nc(CSc3nccn3C)n2)c(C)c1,3,-3,4.8,1,-6,8,-7,2,3
COc1ccc(C(=O)NCCc2ccc(S(N)(=O)=O)cc2)cc1OC,8,-7,-0.3,1,-19,9,4,-1,2
CC(On1nnc2ccc(S(=O)(=O)N3CCOCC3)cc21)C(=O)Nc1ccccc1F (stereo not drawn),1,8,1.9,-2,17,23,-3,-4,5
COc1ccc(NC(=O)N(C)C[C@H]2Oc3ccc(NC(=O)c4ccncc4)cc3C(=O)N([C@H](C)CO)C[C@@H]2C)cc1,6,3,3.1,1,11,3,-4,-1,2
CCOC(=O)C1=C(SCC(=O)Nc2ccccc2)NC(=O)C(C#N)C12CCCCC2 (stereo not drawn),2,20,-0.9,1,15,13,3,-1,1
CCCN(CC(=O)Nc1ccccc1OC)C(=O)c1cc2ccccc2o1,19,6,-1.2,0,16,21,1,-3,12
C=CCOc1ccccc1CNCc1cccnc1,2,9,1.3,-1,29,-4,3,-10,6
CC(=O)Nc1ccc(NC(=O)C(C)OC(=O)c2ccc3[nH]c(C)c(C)c3c2)cc1 (stereo not drawn),4,6,-0.2,-1,17,15,0,-4,10
COc1ccc(C(=O)NCCCN2CCCC2=O)cc1,10,14,1.1,-2,11,6,1,1,10
C=CCN1CCN(C(c2ccc(Cl)cc2)c2nnnn2CCc2ccc(OC)c(OC)c2)CC1 (stereo not drawn),-5,14,-1.1,0,11,2,-4,-5,3
O=C(NCc1ccncc1)c1ccc(Cn2cc(C(F)(F)F)ccc2=O)cc1,-2,13,-0.7,3,-13,3,-11,1,-8
COc1ccc(CSC2=NCCN2)cc1Cl,4,6,-0.1,-2,-13,16,3,-3,-4
CCOC(=O)/C(C#N)=C/C1=C(N2CCCC2)CC(C)(C)OC1,-1,-1,-0.3,-2,6,8,12,0,-17
C=CCn1c(SCC(=O)Nc2ccc(F)cc2)nnc1-c1cnccn1,-10,-9,0.5,-6,2,0,-4,-3,-11
CCC(=O)Nc1ccc(/C=C(\C(C)=O)C(=O)c2ccccc2)cc1,-7,38,-0.5,-3,-35,35,8,-4,35
Cc1cccc(-c2nnc3sc(-c4ccccc4C)nn23)c1,5,55*,1.9,2,0,33,-1,-4,41*
COc1ccc(C2/C(=C(/O)c3ccccc3)C(=O)C(=O)N2CC(C)O)c(OC)c1 (stereo not drawn),4,9,-2.5,0,2,1,3,-4,-22
CN1CCN(CC(=O)n2c3c(c4ccccc42)CCCC3)CC1,-16,14,-2.3,-2,10,12,-13,-2,10
O=C(CNS(=O)(=O)c1cccc(Cl)c1)Nc1ccc(-c2nc3ccccc3s2)cc1,5,28,2.6,3,-80,0,4,1,-2
CCOC(=O)c1c(NC(=O)COC(=O)c2ccncc2)sc(C)c1C,2,25,0.8,0,7,4,-10,-2,-17
O=C(O)CC1(CC(=O)Nc2ccc(Br)cc2)CCCCC1,15,30,-1.9,-1,18,12,-10,-1,1
Cc1cccc(C(=O)C2CCN(S(=O)(=O)c3ccc(C(=O)O)cc3)CC2)c1,0,11,2.3,-7,9,6,8,-1,1
Cc1ccc(OCCC(=O)N(CCC(C)C)c2c(N)n(Cc3ccccc3)c(=O)[nH]c2=O)cc1,13,-11,1.6,0,18,-7,0,-3,-11
Cc1cc(C)nc(SCc2ccc(C(=O)N/N=C/c3ccccn3)cc2)n1,5,1,0.0,2,30,19,40,-8,-5
COC(=O)/C=C1/SC(=NC(=O)c2ccc(F)cc2)NC1=O,-3,-17,-1.2,2,-12,0,6,-4,-15
COc1cccc(NC(=O)CN(C)C(=O)c2ccc(N3CCOCC3)c([N+](=O)[O-])c2)c1,2,-11,0.3,-5,3,4,3,0,-6

# Going on with the list:
SMILES,APJ antagonist,tim10-1 inh,UPR CHOP act,UPR XBP1 act,Mdm2-MdmX inh,tim23-1 inh,CXCR6 inh,APJ agonist,TIM10 inh
NC(=O)c1ccccc1NC(=O)COc1ccc(Cl)cc1,6,17,5.8,-3,-68,12,7,-3,-1
CCCCCCCCN1[C@@H](CC(=O)O)c2ccc(C(F)(F)F)cc2S1(=O)=O,6,13,2.0,2,4,5,4,-5,6
Cc1ccc(C(=O)N(CC(=O)NC2CCCC2)c2ccc(F)cc2)s1,-2,15,0.2,-5,24,32,2,-3,1
O=C(CCC(=O)Nc1ccccc1)NNS(=O)(=O)c1ccc(Cl)cc1,15,-8,0.1,0,11,-11,-2,-6,4
O=c1[nH]c(-c2ccncc2)nc2ccccc12,14,15,-0.3,1,-11,18,-9,-3,14
Cc1cc(C)c2cc(CN(Cc3ccc4c(c3)OCO4)Cc3nnnn3Cc3ccco3)c(=O)[nH]c2c1,4,22,-4.3,10,34,27,-4,-2,20

# Record cards, as listed above.
# Listed for Cc1cc(C)c2cc(CN(Cc3ccc4c(c3)OCO4)Cc3nnnn3Cc3ccco3)c(=O)[nH]c2c1 → APJ antagonist: 4; tim10-1 inh: 22; UPR CHOP act: -4.3; UPR XBP1 act: 10; Mdm2-MdmX inh: 34; tim23-1 inh: 27; CXCR6 inh: -4; APJ agonist: -2; TIM10 inh: 20
# Listed for NC(=O)c1ccccc1NC(=O)COc1ccc(Cl)cc1 → APJ antagonist: 6; tim10-1 inh: 17; UPR CHOP act: 5.8; UPR XBP1 act: -3; Mdm2-MdmX inh: -68; tim23-1 inh: 12; CXCR6 inh: 7; APJ agonist: -3; TIM10 inh: -1
